Compound activity (PubChem)
rCAG binder = r(CAG) repeat RNA binding | TO-PRO-1 dye displacement fluorescence | hit rate 1.3% among 370,000 | inhibition, % at 3 µM | AID 651821;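 active = inhibition above the plate cutoff, the mean of all test compounds on that plate plus 3 SD, cut at about 35% in these data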;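 note: 0% = DMSO alone and 100% = 100 µM mitoxantrone as full dye displacement; higher means more dye released from RNA so lower well fluorescence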
PRMT1 FP inh = inhibitors of human PRMT1; recombinant PRMT1, activity-based probe fluorescence polarization; inhibition, % at 2.79 µM; hit rate 1.3% among 370,000; AID 652257;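 active = inhibition above about 21% made by adding two undisclosed values, limit read from the data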
UHRF1 binding = human UHRF1 methylated DNA binding inhibitors; Q96T88; UHRF1 binding to methylated oligo, TR-FRET; inhibition, % at 4.4 µM; hit rate 0.75% among 370,000; AID 687016; in the data active = inhibition above about 21%;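 note: UHRF1 SRA domain binding a hemimethylated CpG hairpin DNA probe; 0% = median of test compound wells and 100% = reference inhibitor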
PG9 binder = small molecules binding HIV-1 gp120 antibody PG9. AID 624416. inhibition, % at 6.7 µM. hit rate 0.43% among 360,000. TR-FRET gp120-PG9 antibody binding; in the data active = inhibition above about 8.5%
Rev-erbA mod = modulates human Rev-erb alpha binding to DNA; P20393; Rev-erbα–FITC-DNA binding, fluorescence polarization, 90 min; activity, % at 10 µM; hit rate 0.79% among 370,000;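 active = activity above about 14%, limit read from the data; passing the limit was not always enough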;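 note: 0% = DMSO wells with 35 nM protein and 100% = DMSO wells with 750 nM protein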
Target sequence (P20393 whole entry, looked up): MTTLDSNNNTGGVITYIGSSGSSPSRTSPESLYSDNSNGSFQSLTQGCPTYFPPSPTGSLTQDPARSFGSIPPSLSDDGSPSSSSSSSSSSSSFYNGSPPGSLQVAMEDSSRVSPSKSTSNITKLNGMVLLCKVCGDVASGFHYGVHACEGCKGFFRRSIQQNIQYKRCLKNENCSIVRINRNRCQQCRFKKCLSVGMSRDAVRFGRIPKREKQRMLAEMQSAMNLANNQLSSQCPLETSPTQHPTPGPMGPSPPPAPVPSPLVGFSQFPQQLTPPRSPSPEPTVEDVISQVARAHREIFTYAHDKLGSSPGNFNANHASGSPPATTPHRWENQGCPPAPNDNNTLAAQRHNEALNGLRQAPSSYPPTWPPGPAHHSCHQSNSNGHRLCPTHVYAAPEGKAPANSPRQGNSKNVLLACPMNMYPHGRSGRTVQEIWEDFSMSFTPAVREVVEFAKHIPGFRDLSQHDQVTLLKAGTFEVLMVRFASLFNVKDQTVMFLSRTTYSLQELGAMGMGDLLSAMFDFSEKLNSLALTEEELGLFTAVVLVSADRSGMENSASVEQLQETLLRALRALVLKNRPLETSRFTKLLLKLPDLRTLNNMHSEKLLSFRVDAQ
HTRA1 inhibitor = blocks human HTRA1 serine peptidase; inhibition, % at 5.96 µM; recombinant HTRA1, FP-rhodamine activity-based probe, fluorescence polarization; hit rate 0.5% among 340,000; in the data active = inhibition above about 36%;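 note: 0% = enzyme with DMSO and 100% = wells lacking enzyme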
TCR-CD3 inh = human TCR-CD3 binding inhibition; TAMRA-labeled TCR probe fluorescence, biochemical; hit rate 0.37% among 360,000; inhibition, % at 9.4 µM; in the data active = inhibition above about 19%;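 note: recombinant mutant TCR 2C K166C tagged with TAMRA read by polarization; 0% = receptor in buffer alone and 100% = receptor with positive control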
LEDGF integ inh = blocks HIV-1 LEDGF/p75-dependent DNA integration; hit rate 0.64% among 370,000; AID 743269; inhibition, % at 3.7 µM; TR-FRET IN-LEDGF/p75 DNA integration, Eu/Cy5;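 active = inhibition above the screen-wide mean plus 3 SD, cut at about 13% in these data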;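 note: signal is the Cy5 over europium emission ratio at 671 and 618 nm; 0% = plate median of compound wells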
mABHD4 FP = inhibits mouse alpha/beta hydrolase domain 4; hit rate 0.54% among 370,000; purified mABHD4, FP-Rh probe fluorescence polarization; inhibition, % at 8.92 µM;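 active = inhibition exceeding the mean over every tested compound plus 3 SD, cut at about 30% in these data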;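 note: 0% = plate median of compound wells and 100% = S159A mutant with DMSO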
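Assay system: mouse ABHD4 enzyme, wild type / Also added: fluorescent activity-based probe FP-Rh / Doses: single nominal dose of 8.92 µM, 0.89% DMSO final / Timing: 45 min compound pre-incubation plus 60 min probe step, 25 °C / Signal: FP readout, ex 525 nm / em 598 nm / Control set: S159A mutant/DMSO as 100%, compound-well median as 0%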
MBD2 inh = inhibitors of human MBD2 binding to methylated oligonucleotide | AID 686964 | TR-FRET | inhibition, % at 4.4 µM | hit rate 0.31% among 370,000 | Q9UBB5; in the data active = inhibition above about 13%
Target sequence (Q9UBB5 whole entry, looked up): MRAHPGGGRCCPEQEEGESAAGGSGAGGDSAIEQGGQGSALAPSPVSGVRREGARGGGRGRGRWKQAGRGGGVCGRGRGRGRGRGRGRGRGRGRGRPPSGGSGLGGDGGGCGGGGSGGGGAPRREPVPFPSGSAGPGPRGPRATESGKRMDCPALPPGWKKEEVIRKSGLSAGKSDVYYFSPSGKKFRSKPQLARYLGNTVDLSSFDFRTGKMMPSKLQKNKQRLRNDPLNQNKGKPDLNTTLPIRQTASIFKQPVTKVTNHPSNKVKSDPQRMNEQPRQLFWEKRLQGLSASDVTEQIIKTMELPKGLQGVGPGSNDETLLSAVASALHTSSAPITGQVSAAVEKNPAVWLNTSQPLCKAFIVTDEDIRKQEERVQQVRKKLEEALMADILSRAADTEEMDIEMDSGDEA
An asterisk follows results filed as active; x = no result given. These rows are one share of the data, so the mix of outcomes need not match the whole.

Second line of a record: rCAG binder, PRMT1 FP inh, UHRF1 binding, PG9 binder, Rev-erbA mod, HTRA1 inhibitor, TCR-CD3 inh, LEDGF integ inh, mABHD4 FP, MBD2 inh
> COc1ccc(OC)c(NC(=O)CSc2nnc(CNC(=O)c3ccco3)o2)c1
→ 0, 0, 8, 0.8, 1, 3, 2, -2, -1, -3
> CN(C)c1ccc(S(=O)(=O)NCC(=O)OCC(=O)Nc2cc(Cl)cc(Cl)c2)cc1[N+](=O)[O-]
→ 21, -1, 0, -0.2, 4, 5, 2, 1, -6, 0
> O=C(NCCCCNC(=O)C(F)(F)F)C(F)(F)F
→ 4, -2, 0, -2.9, -6, -5, 6, -3, 4, 5
> COc1cc(C2=NOC(C(=O)Nc3ccc(C(C)=O)cc3)C2)cc(OC)c1OC (configuration not stated)
→ 0, -1, 11, -0.8, 2, 1, -1, 1, 6, 1
> Cc1ccc(/C=N/NC(=O)CNC(=O)c2cccs2)cc1
→ 3, -2, -2, 0.2, -1, -2, 3, -2, -8, 0
> CCOC(=O)c1c(C)[nH]c(C(=O)OCC(=O)Nc2cccnc2Cl)c1C
→ -2, 7, 1, 1.1, -2, -8, 2, -5, 4, 0
> C=CCn1c(CC(C)(C)C)nc2ccccc21
→ -3, 0, 1, -1.0, 5, -6, 5, -1, 1, -6
> O=C(CN1c2ccccc2Sc2ccccc21)N/N=C/c1ccc(Cl)cc1
→ 5, 1, 0, -3.1, -1, x, -1, -5, 3, 0
> CCn1cc(CNC(=O)c2cc(-c3cc(OC)ccc3OC)nc3ccccc23)c(C)n1
→ -3, 1, 0, 1.4, 2, 3, 1, 1, 12, 8
> Cn1c2c(c(=O)n(C)c1=O)C(NS(=O)(=O)c1ccccc1)(C(F)(F)F)C(=O)N2 (configuration not stated)
→ 0, -1, 7, 0.2, 2, 0, -10, 3, 1, 4
> CCOC(=O)CSc1nnc(CNC(=O)c2ccco2)n1C
→ 3, 4, -2, -3.3, -2, -3, -3, 3, 3, -6
> O=C(NC(=S)Nc1ccccc1C(F)(F)F)c1ccccc1F
→ -4, -2, 1, -0.4, 1, -4, 0, -2, -1, -1
> CCOC(=O)c1c(N)sc(C(=O)Nc2ccccc2)c1C
→ -2, 3, -2, 0.3, -1, -11, 5, -2, 5, -3
> COc1cc(C=O)c(-c2c(C=O)cc(OC)c3c2OCO3)c2c1OCO2
→ 4, -4, 2, -0.3, 5, -6, 3, 3, -4, -7
> CC1(C(=O)NS(=O)(=O)c2ccc(F)cc2F)CCN1C(=O)C1(c2ccc(Cl)cc2)CC1 (configuration not stated)
→ 24, -1, 1, 1.2, 0, x, 8, -2, 2, -2
> CCC(C)(C)n1nnnc1C(c1cccs1)N1CCc2ccccc21 (configuration not stated)
→ -4, -1, -3, -1.8, 1, -16, 5, -2, -5, 1
> CC(C)n1cnc2c(NCc3ccc(S(N)(=O)=O)cc3)nc(NCc3ccc(S(N)(=O)=O)cc3)nc21
→ 11, 4, 0, 1.0, -3, 3, 0, -3, 6, -2
> Brc1cccc(Cn2ccc3ccc(-c4ccc5ccn(Cc6cccc(Br)c6)c5c4)cc32)c1
→ 11, 0, -3, x, 10, x, x, -5, -6, 1
> Cc1cc(C(=O)CSc2nnnn2C)c(C)n1-c1ccc2c(c1)OCCO2
→ 4, -1, -4, 0.4, 3, 3, 1, 2, -5, -5
> COc1ccc(CCNC(=O)CCC(=O)N2CCOc3ccccc32)cc1OC
→ -1, 5, 0, -0.8, 2, 2, -1, -1, 7, 5
> C=CCN1CCN(c2ccncc2S(=O)(=O)N2CCCCC2)CC1
→ -10, -1, -2, -1.0, -8, -4, 5, 2, 1, 2
> O=C(O)CSCC(=O)N1CCN(S(=O)(=O)c2ccccc2)CC1
→ -1, -3, 2, -1.4, 0, 6, -4, -2, 3, 2
> COc1ccc(-c2cc(C(=O)NN=C/C(C)=C/c3ccccc3)[nH]n2)cc1
→ 12, -4, 0, x, -17, x, x, 3, -32, -2
> O=C(NCC(c1ccco1)N1CCCC1)c1ccccc1Sc1ccc(C(F)(F)F)cc1[N+](=O)[O-] (configuration not stated)
→ -6, -1, -1, 0.3, 3, -2, 4, 0, 5, 3
> COc1ccc(CCNC(=O)Cn2nnc3ccccc3c2=O)cc1
→ 5, -1, 0, 0.1, 0, 1, 2, -3, 5, 0
> CCN1CCN(CCCN(Cc2ccco2)C(=S)Nc2ccc(Cl)cc2)CC1
→ -6, 2, 2, 1.1, -1, 2, -4, -6, 3, 2
> CSc1nc(O)c(C(c2cccc([N+](=O)[O-])c2)c2c(O)nc(SC)[nH]c2=O)c(=O)[nH]1
→ -3, 7, -1, 3.2, -1, -17, 1, 0, -2, -2
> CCCCC(=O)NNC(=S)NCc1ccccc1
→ 2, 1, 0, 0.8, -6, -19, -1, -4, 0, 1
> CCNC(=O)C1(C)CCCN(C(=O)c2ccc3c(c2)C(C)(C)CCC3(C)C)C1 (configuration not stated)
→ -1, 1, -1, -0.2, 7, x, 6, 1, 2, 2
> C/C(=N\N1C(=O)c2ccccc2C1=O)c1cccc([N+](=O)[O-])c1
→ 0, 0, -1, -2.2, -4, 6, 5, 4, 1, -6

2 entries from above, reformatted:
SMILES: Brc1cccc(Cn2ccc3ccc(-c4ccc5ccn(Cc6cccc(Br)c6)c5c4)cc32)c1
  rCAG binder: 11
  PRMT1 FP inh: 0
  UHRF1 binding: -3
  PG9 binder: x
  Rev-erbA mod: 10
  HTRA1 inhibitor: x
  TCR-CD3 inh: x
  LEDGF integ inh: -5
  mABHD4 FP: -6
  MBD2 inh: 1

SMILES: Cc1cc(C(=O)CSc2nnnn2C)c(C)n1-c1ccc2c(c1)OCCO2
  rCAG binder: 4
  PRMT1 FP inh: -1
  UHRF1 binding: -4
  PG9 binder: 0.4
  Rev-erbA mod: 3
  HTRA1 inhibitor: 3
  TCR-CD3 inh: 1
  LEDGF integ inh: 2
  mABHD4 FP: -5
  MBD2 inh: -5

6 entries out of the list above, sorted by the value under PRMT1 FP inh, descending.
SMILES	PRMT1 FP inh	UHRF1 binding	PG9 binder	Rev-erbA mod	HTRA1 inhibitor	TCR-CD3 inh	LEDGF integ inh	mABHD4 FP	MBD2 inh
CSc1nc(O)c(C(c2cccc([N+](=O)[O-])c2)c2c(O)nc(SC)[nH]c2=O)c(=O)[nH]1	7	-1	3.2	-1	-17	1	0	-2	-2
CCCCC(=O)NNC(=S)NCc1ccccc1	1	0	0.8	-6	-19	-1	-4	0	1
C/C(=N\N1C(=O)c2ccccc2C1=O)c1cccc([N+](=O)[O-])c1	0	-1	-2.2	-4	6	5	4	1	-6
COc1ccc(CCNC(=O)Cn2nnc3ccccc3c2=O)cc1	-1	0	0.1	0	1	2	-3	5	0
O=C(O)CSCC(=O)N1CCN(S(=O)(=O)c2ccccc2)CC1	-3	2	-1.4	0	6	-4	-2	3	2
COc1ccc(-c2cc(C(=O)NN=C/C(C)=C/c3ccccc3)[nH]n2)cc1	-4	0	x	-17	x	x	3	-32	-2

Going on with the list.
Second line of a record: rCAG binder, PRMT1 FP inh, UHRF1 binding, PG9 binder, Rev-erbA mod, HTRA1 inhibitor, TCR-CD3 inh, LEDGF integ inh, mABHD4 FP, MBD2 inh
> COCCN1C(=O)N[C@@H](c2ccccc2)[C@H](C(C)=O)[C@H]1C
→ 7, 2, 3, -0.7, -4, -1, -8, 1, 10, -2
> Cc1cc2ncc(-c3cccc(Cl)c3)cn2n1
→ -1, 5, 2, -2.5, -4, -1, -3, -5, -4, -1
> COc1ccc(Oc2ccccc2/C=C/C(=O)O)cc1
→ 2, -3, 2, -3.3, -7, 4, 0, -2, -4, 1
> Cc1c(C(=O)N2CCN(c3ccccn3)CC2)oc2c(F)cccc12
→ 1, 4, 1, 1.9, 7, -4, 0, -2, -3, 7
> Cc1ccccc1C(=O)Nc1ccc(C(=O)N/N=C/c2ccc(F)cc2)cc1
→ -4, 0, 1, -0.4, -8, -20, 1, 1, -10, 6
> CN(C)C(=O)c1cccc(-c2cnc3c(NC=O)cc(-c4ccccc4Cl)cn23)c1
→ 6, 4, -5, -2.2, -10, x, -5, -1, -1, 0
> O=C(N/N=C/c1c(O)n(-c2ccccc2Cl)c(=O)c2ccccc12)c1cccnc1
→ 47*, 3, 4, -8.6, 5, 31, 11, -8, 22, -8
> COc1ccc(CNC(=O)CN2C(=O)c3ccccc3C2=O)cc1
→ -1, -2, -3, -0.1, -1, 8, 2, -1, 0, -4
> Cc1ccc2nc(SCc3nnc(-c4ccccc4)o3)[nH]c2c1
→ 2, -1, 1, -0.3, 2, -6, -1, 0, 0, 2
> CCNC(=O)C1(C)CCN(C(=O)c2ccc3snnc3c2)C1 (configuration not stated)
→ 2, 1, 1, -0.4, 1, x, 0, -1, 5, 0
> CCOC(=O)C(CCCOc1cccc(CC)c1)C(=O)OCC
→ -5, 1, 1, -0.2, 5, -4, 4, 2, -5, 5
> COc1cc(OC)c(OC)cc1CNC(=O)c1ccc(S(=O)(=O)N2CC(C)OC(C)C2)cc1 (configuration not stated)
→ -3, 0, -1, 0.0, -5, 8, -5, 0, 3, 2
> Cc1cccn2c(=O)c3cc(S(=O)(=O)c4ccccc4)c(=N)n(Cc4ccc(F)cc4)c3nc12
→ 0, -1, -1, -1.4, 3, -1, 5, 0, 0, 1
> Cc1ccc(C(O)c2ncc(-c3ccccc3C(F)(F)F)[nH]2)cc1F (configuration not stated)
→ 0, -6, 2, 2.6, -3, x, -5, 2, -17, -4
> O=C(NC(=S)Nc1cccc(NC(=S)NC(=O)c2ccccc2)c1)c1ccccc1
→ 14, 1, -4, 12*, -6, -16, -1, -3, -14, -1
> O=S(=O)(c1ccc(Br)cc1)N1CCN=C1SCc1cccc(F)c1
→ -5, -2, -1, 0.6, -1, -16, 9, 2, -5, -6
> CC(=O)c1ccc(-c2ccc(C(=O)NC3CCCCCC3)o2)cc1
→ -1, 4, -1, -2.1, -3, 5, 1, -1, 7, 2
> Cc1ccc(/C=N/N2CCN(C3c4ccccc4-c4ccccc43)CC2)o1
→ -1, 16, -1, -1.3, 1, -14, 1, -2, 5, 3
> O=C(OCC(=O)N1CCc2ccccc2C1)c1c(F)cccc1Cl
→ 2, 0, 0, -0.7, 5, -6, 1, -2, 2, 0
> Cc1oncc1C(=O)NC1CCCCC1
→ 0, -1, 0, 2.2, 4, -5, 0, -1, 2, 0
